# OXTR agonist = agonists of human oxytocin receptor. P30559. CHO-OTR cells, Fluo-8 calcium fluorescence; normalized: DMSO 0%, oxytocin 100%. activation, % at 3 µM. 320,000 compounds, 0.32% hits;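 active means activation above the mean of all tested compounds plus 3 SD, cutoff set per screening run, cut at about 20% in these data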;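 further: peak over basal fluorescence ratio from a 100 s FLIPR kinetic read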
# Target sequence (P30559 whole entry, looked up): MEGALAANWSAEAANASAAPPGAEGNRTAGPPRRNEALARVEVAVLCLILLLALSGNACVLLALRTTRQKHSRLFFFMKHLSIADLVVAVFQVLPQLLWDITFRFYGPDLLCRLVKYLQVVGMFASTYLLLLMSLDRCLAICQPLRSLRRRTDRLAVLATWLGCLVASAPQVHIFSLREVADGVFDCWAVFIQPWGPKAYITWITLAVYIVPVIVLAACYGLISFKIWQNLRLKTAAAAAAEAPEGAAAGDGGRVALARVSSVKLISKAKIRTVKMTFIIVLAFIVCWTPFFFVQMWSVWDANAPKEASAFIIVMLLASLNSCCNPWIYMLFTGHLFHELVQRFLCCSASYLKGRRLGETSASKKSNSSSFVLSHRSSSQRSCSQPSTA
# * marks the source's active call; other numbers are inactive results.
SMILES,OXTR agonist
CN1CCN(S(=O)(=O)c2cccc(C(=O)N3CCN(c4ccccc4F)CC3)c2)CC1,1.0
CC(=O)c1cccc(NC(=O)C(C)OC(=O)c2cc(=O)[nH]c3ccccc23)c1 (stereo not given),-0.7
NS(=O)(=O)c1cccc(NC(=O)CSc2nc3ccccc3c(=O)n2Cc2ccco2)c1,0.4
COCc1ccc(-c2c(-c3cc(OC)cc(OC)c3)oc(=O)c3cc(OC)c(OC)cc23)cc1,-0.2
CCOc1ccc(OCCOC(=O)CN(C)S(=O)(=O)c2ccc(NC(C)=O)cc2)cc1,4.0
CCc1noc(C)c1C(=O)N1CCN(S(=O)(=O)c2ccc(C)cc2C)CC1,-0.6
CC(C)Oc1ccc(S(=O)(=O)N2CCOCC2)cc1NC(=O)C1CSC2(C)CCC(=O)N12 (stereo not given),-1.7
COc1cc(C(=O)OCc2cc(=O)n3ccsc3n2)ccc1OC(C)C,4.1
O=C(COC(=O)/C=C/c1cccc(Cl)c1)Nc1c(F)cccc1F,0.6
O=C(O)/C(=C\c1cccc(C(F)(F)F)c1)c1ccc(S(=O)(=O)N2CCCC2)s1,-0.1
Cc1ccnc(NC(=O)C2CC(=O)N(Cc3ccccc3)C2)c1 (stereo not given),-0.4
CCC(C)c1ccccc1NC(=O)CN(CC)CC(=O)Nc1ccc2c(c1)OCCO2 (stereo not given),-1.0
O=C(Nc1ccc(F)c([N+](=O)[O-])c1)C1CCCO1 (stereo not given),0.8
Cc1ccc(C(=O)Nc2cc(Cl)ccc2-n2cncn2)s1,-0.2
COc1ccccc1C(=O)Nc1ccc2ccccc2c1,-1.9
CCc1ccccc1NC(=O)CN1CCN(C(=O)CNC(=O)Cc2cccc3ccccc23)CC1,6.3
COc1cc(C(C)=O)ccc1O,-0.7
CN(C(=O)CSc1nc(-c2cccs2)nc2ccccc12)C1CCS(=O)(=O)C1 (stereo not given),0.0
O=C(COC(=O)C12CC3CC(CC(Cl)(C3)C1)C2)Nc1ccc2[nH]c(=O)[nH]c2c1,0.2
O=C(COC(=O)C1CC2CCCC(C1)C2=O)Nc1ccc(F)c(Cl)c1 (stereo not given),11
COc1ccc(CN(C)C(=O)c2ccc(Cl)c(S(=O)(=O)NCc3cccnc3)c2)cc1F,5.6
O=C(Nc1ccc(N2CCCCC2)cc1)C1CCCN1S(=O)(=O)c1ccc(F)cc1 (stereo not given),1.2
O=C(Nc1ccc2c(c1)N(S(=O)(=O)c1cccs1)CCC2)c1c(F)cccc1Cl,-0.5
Cc1cc(C)n(CC(C)(O)c2ccccc2)n1 (stereo not given),-0.2
C=CC[C@H](CC(=O)N(CCO)Cc1ccccc1)C(=O)N[C@H](COC(=O)[C@H](CC=C)CC(=O)OC(C)(C)C)Cc1ccccc1,-0.5
CCCCN(C(=O)c1ccc2c(c1)NC(=O)CS2)c1ccccc1,-1.3
O=C(NCc1cccc(Cl)c1)c1cccc(S(=O)(=O)N2CCCC2)c1,-0.6
COc1ccccc1NS(=O)(=O)c1cc(C(=O)NCC2CCCO2)ccc1C (stereo not given),0.7
O=C(COC(=O)COc1ccccc1F)NCc1ccco1,-0.6
O=C(CNC(=O)C1CCCCC1)OCC(=O)c1ccc(F)cc1,0.6
CCN1C(=O)[C@H]2[C@@H](c3ccc(C)cc3)N3C(=O)N(c4cccc(Cl)c4)C(=O)[C@@]3(CC)[C@H]2C1=O,-0.2
CCOC(=O)c1c(NC(=O)COC(=O)c2ncc(Cl)c(Cl)c2Cl)sc(C(=O)N(C)C)c1C,-1.2
Cc1cc(C)c(NC(=O)CSc2nc(=O)n(CCN3CCOCC3)c3c2CCC3)c(C)c1,-1.8
CCN(C[C@H]1N[C@@](C)(C(=O)OC)[C@H]2C(=O)N(Cc3ccccc3)C(=O)[C@@H]12)C(=O)Nc1ccc(F)cc1,0.8
CCN(CC)C(=O)CSc1nnc(SC(C)C(=O)NC2CC2)s1 (stereo not given),1.5
Cc1csc(SCC(=O)Nc2ccc(C)c(F)c2)n1,-1.2
Nc1ccn(CC(=O)NCCCc2ccccc2)c(=O)n1,0.8
CCOc1ccc(N2CC(NC(=O)c3cccc4ccccc34)CC2=O)cc1 (stereo not given),-0.4
CCOC(=O)C1CCCN(C(=O)CCNS(=O)(=O)c2ccc(Br)cc2)C1 (stereo not given),1.9
CCCN(C1CCS(=O)(=O)C1)S(=O)(=O)c1ccc2ccccc2c1 (stereo not given),-1.1
N#CCC(=O)Nc1ccc(C(=O)Nc2ccc3c(c2)OCO3)cc1,1.3
Cc1ccc(OC(=O)CCC(=O)Nc2ccc(C)c(C)c2)cc1,-0.4
Cc1cc(S(=O)(=O)Nc2ccc(C(=O)NCC3(N(C)C)CCCCC3)cc2)ccc1F,-0.1
Cc1ccc(S(=O)(=O)N2[C@@H](c3ccc(F)cc3)C(C(=O)O)=CC[C@H]2c2ccc3c(c2)OCO3)cc1,0.2
CCN(CC1COc2ccccc2O1)C(=O)CN1C(=O)NC(C)(c2ccccc2)C1=O (stereo not given),0.9
O=C(Cc1ccc(S(=O)(=O)N2CCOCC2)s1)NCCc1ccc(F)cc1,0.4
O=C(NCCC1CCCCN1S(=O)(=O)c1ccc(Cl)cc1)C(=O)NCc1ccco1 (stereo not given),-1.1
C#CCOCCOCCOCCNc1nc(N2CCN(C(=O)CCCCCCCCCCNC(=O)Cn3cc(CCCCCN)nn3)CC2)nc(N2CCN(C(=O)CCCCCCCCCCNC(=O)[C@H](CO)n3cc(CCCSC)nn3)CC2)n1,1.7
COc1ccccc1NS(=O)(=O)c1cccc(NC(=O)c2cncc(Br)c2)c1,4.4
COc1ccc(C(CNC(=O)c2cccc(S(=O)(=O)Nc3ccccc3OC)c2)N2CCOCC2)cc1 (stereo not given),-0.2
CN(Cc1ccccc1)S(=O)(=O)c1ccc(Cl)c(C(=O)NCCCN2CCOCC2)c1,2.2
C[C@@H]1CN([C@H](C)CO)C(=O)Cc2cc(NC(=O)Nc3ccccc3)ccc2O[C@@H]1CN(C)C(=O)Nc1ccc2c(c1)OCO2,1.0
CC1CC(=NNC(=O)C2COc3ccccc3O2)CC(C)(C)C1 (stereo not given),0.2
CN(C(=O)/C=C/c1ccccc1)C1CCCCC1,-0.8
Cc1ccc(S(=O)(=O)N2CCN(CCOc3c(Cl)cccc3Cl)CC2)cc1C,-0.1
O=C(NCCc1ccc(Cl)cc1Cl)C1=CC=CN2CCS(=O)(=O)N=C12,1.8
CCCOc1ccccc1OCC(=O)Nc1ccc(S(=O)(=O)N2CCCCC2)cc1,-0.9
Cn1cnc(C(=O)NCc2ccc(CNC(=O)OC(C)(C)C)cc2)c1C(=O)NCc1ccc(CNC(=O)OC(C)(C)C)cc1,2.4
O=C(CN1C(=O)C2CC=CCC2C1=O)Nc1nnc(C2CC2)s1 (stereo not given),1.6
O=C(NCCS(=O)(=O)N1CCN(c2ccccc2)CC1)c1ccco1,0.0

# 2 of the compounds above, with each value named:
CCCOc1ccccc1OCC(=O)Nc1ccc(S(=O)(=O)N2CCCCC2)cc1
  OXTR agonist: -0.9

Cn1cnc(C(=O)NCc2ccc(CNC(=O)OC(C)(C)C)cc2)c1C(=O)NCc1ccc(CNC(=O)OC(C)(C)C)cc1
  OXTR agonist: 2.4

# Laid out differently: results already given
mol	OXTR agonist
CCCOc1ccccc1OCC(=O)Nc1ccc(S(=O)(=O)N2CCCCC2)cc1	-0.9
Cn1cnc(C(=O)NCc2ccc(CNC(=O)OC(C)(C)C)cc2)c1C(=O)NCc1ccc(CNC(=O)OC(C)(C)C)cc1	2.4
O=C(CN1C(=O)C2CC=CCC2C1=O)Nc1nnc(C2CC2)s1 (stereo not given)	1.6
O=C(NCCS(=O)(=O)N1CCN(c2ccccc2)CC1)c1ccco1	0.0

# Shown as labelled records: part of the list above
COc1ccccc1NS(=O)(=O)c1cccc(NC(=O)c2cncc(Br)c2)c1
  OXTR agonist = 4.4

CCCOc1ccccc1OCC(=O)Nc1ccc(S(=O)(=O)N2CCCCC2)cc1
  OXTR agonist = -0.9

# Further structures follow.
SMILES,OXTR agonist
C[C@H](CO)N1C[C@H](C)[C@@H](CN(C)Cc2ccccc2)Oc2c(NS(=O)(=O)c3ccc(F)cc3)cccc2C1=O,0.5
CC(NC(=O)c1ccccc1)c1nnc(SCC(=O)Nc2nnc(C3CC3)s2)n1C (stereo not given),0.6
O=C(COC(=O)c1cnccn1)c1ccc(-c2ccccc2)cc1,1.9
Cc1ccc(S(=O)(=O)N2CCCN(C(C)c3nc4ccccc4c(=O)[nH]3)CC2)cc1 (stereo not given),-1.1
CCN1C(=O)[C@H]2[C@@H](c3ccc(-c4ccc(OC)cc4)cc3)N3CCC[C@@]3(C(=O)OC)[C@H]2C1=O,0.9
COC(=O)c1ccc(NS(=O)(=O)c2ccc(S(=O)(=O)N3CCOCC3)cc2)cc1,1.8
CCCN(C(=O)c1ccc(N2CCCC2=O)cc1)C1CCS(=O)(=O)C1 (stereo not given),0.8
COc1ccc(-c2cc(-c3ccccc3)c(C#N)c(SCC(=O)O)n2)cc1,0.3
Cc1cccc(NC(=O)c2ccc(S(=O)(=O)NCc3ccco3)cc2)n1,6.4
O=C(O)c1cc([N+](=O)[O-])ccc1NCc1ccccn1,0.1
O=C1CCCN1C(=O)CSc1nnnn1-c1ccccc1,0.4
COc1ccc(C(=O)NCc2nnc(SCC(=O)c3ccc(F)cc3)n2C)cc1OC,-0.4
COc1ccc([C@H]2CC(=O)C=C(c3ccc(F)nc3)C2)cc1OC,1.2
CCOc1ccc(NC(=O)c2ccc(NC(=O)c3ccc(NC(N)=O)cc3)cc2)cc1,0.3
O=C(COc1ccccc1[N+](=O)[O-])N(C1CCCCC1)C1CCS(=O)(=O)C1 (stereo not given),0.8
COc1ccc(NC(=O)CN(C)C(=O)/C=C/c2cn(Cc3ccccc3)nc2-c2cccnc2)cc1,0.1
CCCCCN(C(=O)CCC(=O)OCc1cccc(F)c1)c1c(N)n(CCCC)c(=O)[nH]c1=O,-1.1
O=C1Cc2cc(S(=O)(=O)NCc3ccc(F)cc3)ccc2N1,0.6
COc1ccc(CN(C)C(=O)c2ccc(NC(=O)CC3SC(N4CCCC4)=NC3=O)cc2)c(OC)c1 (stereo not given),0.1
CC(C)C[C@@H](CO)N(Cc1ccccc1)S(=O)(=O)N(Cc1ccccc1)[C@H](CO)CC(C)C,0.0
Cc1ccc(S(=O)(=O)N2[C@@H](c3ccc(F)cc3)C(C(=O)O)=CC[C@H]2c2cccc(C)c2)cc1,-0.5
CC(C)C[C@@]12C(=O)N(c3cccc(Cl)c3)C(=O)N1[C@H](c1ccc(Br)cc1)[C@@H]1C(=O)N(C(C)(C)C)C(=O)[C@@H]12,-1.4
CN(C)C(CNC(=O)c1cc(S(=O)(=O)N2CCOCC2)ccc1F)c1cccs1 (stereo not given),3.3
O=C(COC(=O)c1cc2ccccc2oc1=O)Nc1cccc(Br)c1,-0.3
O=C(NCCNC(=O)c1ccccc1[N+](=O)[O-])c1ccccc1[N+](=O)[O-],0.6
O=C(c1ccc2ncsc2c1)N1CCCC(C(F)(F)F)C1 (stereo not given),0.0
C[C@@H](O)CC#Cc1ccc2oc(=O)c(-n3cc(-c4ccsc4)nn3)cc2c1,0.9
CCOc1ccc2oc(C(=O)NNC(=O)c3ccccc3O)c(C)c2c1,0.3
CN(Cc1ccccc1)C(=O)COC(=O)COc1ccc(Cl)cc1,0.7
C[C@@H]1CCCCCCCCC(=O)OCCN[C@H](C)CCCCCCCCC(=O)OCCN[C@H](C)CCCCCCCCC(=O)OCCN1,13
CCC(C)c1ccccc1N1CC(C(=O)NCCCn2nc(C)cc2C)CC1=O (stereo not given),0.6
CC(C)(c1cc(Br)c(O)c(Br)c1)c1cc(Br)c(O)c(Br)c1,-1.3
N#Cc1ccccc1OCC(=O)N(Cc1nnc(-c2ccccc2Cl)o1)C1CC1,-1.1
COc1ccc(CNC(=O)c2ccccc2SCC(=O)NCc2ccco2)cc1,-0.3
NS(=O)(=O)c1cccc(NC(=O)c2ccc(NS(=O)(=O)c3cccc([N+](=O)[O-])c3)cc2)c1,0.2
O=C(OCc1c(F)cccc1Cl)c1cccc(S(=O)(=O)N2CCOCC2)c1,-1.7

# Nothing new here: entries from further up.
SMILES,OXTR agonist
CCOc1ccc2oc(C(=O)NNC(=O)c3ccccc3O)c(C)c2c1,0.3
CN(Cc1ccccc1)C(=O)COC(=O)COc1ccc(Cl)cc1,0.7
C[C@@H]1CCCCCCCCC(=O)OCCN[C@H](C)CCCCCCCCC(=O)OCCN[C@H](C)CCCCCCCCC(=O)OCCN1,13
CCC(C)c1ccccc1N1CC(C(=O)NCCCn2nc(C)cc2C)CC1=O (stereo not given),0.6
CC(C)(c1cc(Br)c(O)c(Br)c1)c1cc(Br)c(O)c(Br)c1,-1.3

# (listing goes on)
SMILES,OXTR agonist
CCOC(=O)c1ccc(S(=O)(=O)Nc2cc(S(=O)(=O)N3CCOCC3)ccc2O)cc1,0.4
CCn1c2ccccc2c2cc(NC(=O)c3cccc([N+](=O)[O-])c3)ccc21,-1.4
COc1ccc([C@H]2CC(=O)C=C(/C=C/c3ccccc3)C2)cc1,0.2
O=C(c1cccc(S(=O)(=O)NCc2ccccc2)c1)N1CCCC(C(F)(F)F)C1 (stereo not given),3.8
COc1cccc(OC)c1C(=O)OCc1c(-c2ccccc2)ncc2ccccc12,-1.2
Cc1c(C(=O)N2CCCCC2)oc2ccccc12,-2.0
O=C(Nc1cccc(S(=O)(=O)N2CCCC2)c1)c1cc(=O)[nH]c2ccccc12,0.8
O=C(O)c1cc(S(=O)(=O)N2CCOCC2)c[nH]1,-0.2
Cc1nnc(SCC(=O)Nc2c(Cl)cccc2Cl)n(N)c1=O,0.3
CCC(c1nnc(SC(C)C(=O)NC2CC2)n1-c1ccc(OC)cc1)N(C)C (stereo not given),0.3
O=C(O)c1c(Cl)cccc1Cl,0.7
C=CC[C@H](CC(=O)NCCO)C(=O)N[C@H](COC(=O)[C@@H](CC=C)CC(=O)OC(C)(C)C)Cc1c[nH]c2ccccc12,0.1
Cc1cccc(NC(=O)c2nc[nH]c2C(=O)N2CCC(C)CC2)c1,-1.1
O=C(COC(=O)C1CCN(c2ccc(C(F)(F)F)cn2)CC1)NCCc1ccccc1,2.9
O=C(Nc1cccc(Br)c1)c1ccc2c(c1)SC1=NS(=O)(=O)CCN12,0.8
Cc1csc2nc(O)c(C(=O)NCCCN3CCCC3=O)c(=O)n12,0.1

# Screens deposited in PubChem BioAssay by The Scripps Research Institute Molecular Screening Center.

# The list is partial (hit frequency here may not be typical).
